Screening results (PubChem)
ERAP1 inh – human ERAP1 aminopeptidase inhibitors, primary screen, biochemical, single point, plate reader. inhibition, % at 10.7 µM. Endoplasmic reticulum aminopeptidase 1 (Homo sapiens), Q9NZ08. recombinant ERAP1, Leu-AMC fluorescence, 60 min. AID 652197, 2013. 340,000 tested, 0.15% active;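 active = mean replicate inhibition of at least 30%, or all replicates individually reaching that 30% level; inactive = mean below 30% and not every replicate reaching it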;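 note: 0% = neutral control wells and 100% = L-leucinethiol positive control wells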
E-sel inducer – E-selectin induction in HUVECs, primary screen, imaging, HUVEC, immunofluorescence imaging, single point; normalized: neutral wells 0, TNF-alpha wells 100; P16581; activation, % at 7.58 µM; 260,000 tested, 0.37% active;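 active = mean E-selectin-positive cell signal at least 10% of the positive control, reached in at least 60% of replicates, without over 20% cell loss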;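 note: in these data hits start at about 27%; measured in HUVEC primary endothelial cells; signal is the percent of cells scored E-selectin positive by PE staining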
Target sequence (P16581 whole entry, looked up): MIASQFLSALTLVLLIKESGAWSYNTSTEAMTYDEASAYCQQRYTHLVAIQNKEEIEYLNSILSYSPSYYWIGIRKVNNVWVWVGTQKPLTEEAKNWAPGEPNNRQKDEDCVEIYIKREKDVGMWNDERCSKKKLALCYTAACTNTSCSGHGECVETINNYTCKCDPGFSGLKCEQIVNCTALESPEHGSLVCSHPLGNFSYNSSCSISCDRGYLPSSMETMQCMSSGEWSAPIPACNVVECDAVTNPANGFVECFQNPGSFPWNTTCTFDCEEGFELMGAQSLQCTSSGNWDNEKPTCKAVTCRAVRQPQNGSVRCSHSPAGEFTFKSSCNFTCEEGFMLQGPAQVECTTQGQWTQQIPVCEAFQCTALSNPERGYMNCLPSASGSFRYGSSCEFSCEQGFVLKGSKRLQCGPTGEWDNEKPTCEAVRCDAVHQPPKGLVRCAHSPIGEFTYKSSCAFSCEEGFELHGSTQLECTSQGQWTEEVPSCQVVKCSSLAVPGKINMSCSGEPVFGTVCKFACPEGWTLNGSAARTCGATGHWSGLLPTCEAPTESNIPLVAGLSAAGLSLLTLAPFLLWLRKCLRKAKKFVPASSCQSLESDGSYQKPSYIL
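Read-out: % PE-positive cells | Test system: HUVEC | Doses: One compound dose added by pin transfer | Buffer or medium: EGM-2 over gelatin coat | Signal: Immunofluorescence imaging | Benchmarks: TNF-alpha, DMSO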
RAD52 anneal inh – RAD52 DNA annealing inhibitors, primary screen, biochemical, FRET, single point, set 2; 360,000 tested, 0.46% active; DNA repair protein RAD52 homolog (Homo sapiens), P43351; recombinant RAD52 DNA annealing, FRET fluorescence; inhibition, % at 18.7 µM;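 active = every replicate showing at least 50% inhibition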
Target sequence (P43351 whole entry, looked up): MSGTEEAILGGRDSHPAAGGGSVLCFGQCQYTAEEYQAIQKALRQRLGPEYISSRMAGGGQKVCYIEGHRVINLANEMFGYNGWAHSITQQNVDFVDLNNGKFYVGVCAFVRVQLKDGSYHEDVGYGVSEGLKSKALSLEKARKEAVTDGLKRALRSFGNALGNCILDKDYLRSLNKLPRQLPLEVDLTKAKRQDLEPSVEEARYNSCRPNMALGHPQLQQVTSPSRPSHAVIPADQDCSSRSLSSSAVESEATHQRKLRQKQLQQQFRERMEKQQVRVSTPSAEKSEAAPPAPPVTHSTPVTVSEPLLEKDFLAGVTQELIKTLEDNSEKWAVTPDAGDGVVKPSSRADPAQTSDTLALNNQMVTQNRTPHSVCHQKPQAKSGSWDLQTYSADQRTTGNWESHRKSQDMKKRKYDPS
* = called active by the depositor; & = joins results of further samples; ! = not active in a repeat. The list is partial, so the mix of outcomes need not match the whole.

SMILES	ERAP1 inh	E-sel inducer	RAD52 anneal inh
CCC(O)(c1ccc(OC)cc1)C(CN1CCOCC1)c1ccccc1 (stereo not drawn)	-1	2.1	-3
Cc1cc(NN=Cc2ccccn2)nc2ccccc12	-3	0.1	-286
O=C(CSC1CC(=O)N(c2ccc(C(=O)O)cc2)C1=O)Nc1ccc(Cl)cc1 (stereo not drawn)	-2	1.4	-20
COC(=O)C1=C(C)N(Cc2cccc(C(F)(F)F)c2)C(=NCc2ccc(C(F)(F)F)cc2)NC1c1ccc(C(F)(F)F)cc1 (stereo not drawn)	1	-0.5	-18
Cc1ccc2c(c1)-n1c(nc3ccc(C)cc3c1=O)C(Cc1ccc(O)cc1)NC2=O (stereo not drawn)	-2	0.0	-5
CCOc1cccc2sc(N3CCN(C(=O)c4ccc5ncsc5c4)CC3)nc12	-2	0.5	-11
CCCCS(=O)(=O)N1CCCc2nc(-c3ccc(F)cc3)ccc21	-1	0.3	-43
O=C(Nc1ccccc1N1CCOCC1)c1cccnc1Cl	5	-1.1	-10
COc1ccccc1C(=O)N1CCN(C(=O)[C@H](CCc2ccccc2)NC(=O)[C@H]2O[C@@H](n3cnc4c(N)ncnc43)[C@H](O)[C@@H]2O)CC1	4	0.1	-4
Oc1ccc(C[C@H]2CN([C@@H](Cc3ccccc3)CN3CCCC3CN3C(=S)NC[C@@H]3Cc3ccccc3)C(=S)N2CCc2ccccc2)cc1 (stereo partly drawn)	0	2.3	-9
CCCCCCCCCCCCCCCC(=O)Nc1ccn(C2OC(CO)C(O)C2O)c(=O)n1 (stereo not drawn)	-4	-0.1	-9
Cc1[nH]nc2c1C(c1cccc(C(F)(F)F)c1)N(Cc1ccccc1)C2=O (stereo not drawn)	-1	0.2	1
COC(=O)[C@@]12C[C@@H](CC(=O)NCCc3ccccc3OC)C(=O)N(Cc3ccc4c(c3)OCO4)C1=CCC(C)(C)C2	-1	-0.3	-21
CC(=O)Nc1cccc(NC(=O)c2ccc(C(=O)Nc3cccc(NC(C)=O)c3)nc2)c1	4	3.9	-13
COC(=O)Cc1nnn2c1[C@H](C)[C@H](C(C)(C)C)OCC2	-1	-0.3	-2
COc1ccc(C#Cc2ccc([C@@H]3[C@@H](CO)N4C(=O)CN(C(=O)c5ccc(F)cc5)C[C@@H]34)cc2)cc1	2	0.2	-22
COCCNC(=O)c1ccccc1NC(=O)c1cc(OC)cc(OC)c1	-3	4.0	2
CC(C(=O)NC1CC(C)(C)NC(C)(C)C1)c1ccc([N+](=O)[O-])cc1 (stereo not drawn)	-6	-1.1	-18
COc1cc(C)ccc1OCCCCOc1ccccc1C(C)=O	-5	0.2	-14
O=C1NC[C@H](CC2CCCCC2)N(CCc2cc(C(F)(F)F)cc(C(F)(F)F)c2)C1=O	5	-0.1	-13
CCCCn1c(SCC(=O)c2ccccc2)nc2ccsc2c1=O	-5	0.0	-7
O=C(COC(=O)CN1C(=O)C2CCCCC2C1=O)NC1CCS(=O)(=O)C1 (stereo not drawn)	-1	-1.5	-4
CCCCC1CCC(C(=O)N(CC(C)C)c2c(N)n(Cc3ccccc3)c(=O)[nH]c2=O)CC1 (stereo not drawn)	0	-0.5	-11
O=[N+]([O-])c1cccc(C=NN=C2c3ccccc3-c3ccccc32)c1	-1	1.0	5
O=C(COc1ccccc1/C=C1\SC(=O)NC1=O)Nc1ccccc1	-3	0.8	-7
CC(C)CC1NC(=O)c2ccc(Cl)cc2-n2c1nc1ccc(F)cc1c2=O (stereo not drawn)	4	-0.1	-8
CN(C)S(=O)(=O)c1cccc(C(=O)NC(=S)N(CCC#N)Cc2cccnc2)c1	2	2.7	-13
COC(=O)[C@@]12C[C@@H](CC(=O)NCc3cccs3)C(=O)N(Cc3ccco3)C1=CCC(C)(C)C2	1	1.3	-6
Cc1c(Cl)c([N+](=O)[O-])nn1CC(=O)N1CCCc2ccccc21	13	-3.0	-1
O=c1ccnc(SCCc2ccc([N+](=O)[O-])cc2)[nH]1	-2	0.2	-7

15 structures out of the list, arranged by SMILES length, ascending.
SMILES	ERAP1 inh	E-sel inducer	RAD52 anneal inh
Cc1cc(NN=Cc2ccccn2)nc2ccccc12	-3	0.1	-286
COc1cc(C)ccc1OCCCCOc1ccccc1C(C)=O	-5	0.2	-14
CCCCn1c(SCC(=O)c2ccccc2)nc2ccsc2c1=O	-5	0.0	-7
COCCNC(=O)c1ccccc1NC(=O)c1cc(OC)cc(OC)c1	-3	4.0	2
COC(=O)Cc1nnn2c1[C@H](C)[C@H](C(C)(C)C)OCC2	-1	-0.3	-2
Cc1c(Cl)c([N+](=O)[O-])nn1CC(=O)N1CCCc2ccccc21	13	-3.0	-1
CC(C)CC1NC(=O)c2ccc(Cl)cc2-n2c1nc1ccc(F)cc1c2=O (stereo not drawn)	4	-0.1	-8
Cc1[nH]nc2c1C(c1cccc(C(F)(F)F)c1)N(Cc1ccccc1)C2=O (stereo not drawn)	-1	0.2	1
CCCCCCCCCCCCCCCC(=O)Nc1ccn(C2OC(CO)C(O)C2O)c(=O)n1 (stereo not drawn)	-4	-0.1	-9
CC(C(=O)NC1CC(C)(C)NC(C)(C)C1)c1ccc([N+](=O)[O-])cc1 (stereo not drawn)	-6	-1.1	-18
CC(=O)Nc1cccc(NC(=O)c2ccc(C(=O)Nc3cccc(NC(C)=O)c3)nc2)c1	4	3.9	-13
CCCCC1CCC(C(=O)N(CC(C)C)c2c(N)n(Cc3ccccc3)c(=O)[nH]c2=O)CC1 (stereo not drawn)	0	-0.5	-11
COC(=O)[C@@]12C[C@@H](CC(=O)NCc3cccs3)C(=O)N(Cc3ccco3)C1=CCC(C)(C)C2	1	1.3	-6
Oc1ccc(C[C@H]2CN([C@@H](Cc3ccccc3)CN3CCCC3CN3C(=S)NC[C@@H]3Cc3ccccc3)C(=S)N2CCc2ccccc2)cc1 (stereo partly drawn)	0	2.3	-9
COc1ccccc1C(=O)N1CCN(C(=O)[C@H](CCc2ccccc2)NC(=O)[C@H]2O[C@@H](n3cnc4c(N)ncnc43)[C@H](O)[C@@H]2O)CC1	4	0.1	-4

Following part:
SMILES	ERAP1 inh	E-sel inducer	RAD52 anneal inh
COC(=O)c1c(-c2ccc(OC)cc2)c2c(c3c4cc(F)ccc4n(S(=O)(=O)c4ccc(C)cc4)c13)C(=O)N(C)C2	-3	-0.2	-26
N#Cc1ccc(S(=O)(=O)N2CCCc3nc(-c4ccc(F)cc4)ccc32)cc1	-3	1.1	-8
COc1ccc2c3c([nH]c2c1)[C@@H](CO)N(C(=O)c1ccncc1)CC31CCN(C(=O)Nc2cccc(F)c2)CC1	-3	-0.1	-19
CCc1c(-c2ccccc2Br)ncn1CCc1ccccc1OC	-3	-0.2	-16
CCCOc1ccc(-c2csc(N)n2)cc1[N+](=O)[O-]	-4	-0.9	-10
COc1ccc(NC(=O)CN2C(=O)C(C)SC(C)C2=O)c(OC)c1 (stereo not drawn)	-2	1.6	-14
CC(C)[C@@H](C)/C=C/[C@@H](C)[C@H]1CC[C@@H]2[C@]1(C)CCC1[C@]23C=C[C@]2(C[C@@H](O)CC[C@]12C)N(c1ccc(F)cn1)O3 (stereo partly drawn)	-3	0.0	-22
Cc1cccc(Cn2nc(C)cc2NC(=O)CCCn2ccc([N+](=O)[O-])n2)c1	7	2.9	-17
COc1ccc(-c2ncnc(C(F)(F)F)c2-c2csc(C)n2)c(O)c1	-3	0.4	-6
CC1CCc2c(sc(NC(=O)c3cccs3)c2C(=O)O)C1 (stereo not drawn)	4	0.1	-5
S=C(NC1CCCCC1)N1CCn2cccc2C1c1cccnc1 (stereo not drawn)	0	8.7	-28
CCOC(=O)c1cn(CC)c2cc(N3CCN(C)CC3)c(F)cc2c1=O	-2	0.0	-6
COc1ccc(/C(C)=N/NC(=O)CNC(=O)CCc2ccccc2)c(OC)c1	16	1.4	-1
CCOC(=O)[C@]12CCC=C1N(Cc1ccco1)C(=O)[C@H](CC(=O)N1CCOCC1)C2	-1	0.0	-1
CCC(=O)N(C)C[C@H]1[C@@H](c2ccc(-c3cccc(F)c3)cc2)[C@@H](CO)N1C(C)=O	-6	0.0	-4
CCOC(=O)Cc1csc(CC(N)=O)n1	1	0.4	0
O=C1NC(Cc2ccc(O)cc2)c2nc3cc(F)ccc3c(=O)n2-c2cc(Cl)ccc21 (stereo not drawn)	1	-0.2	-4
CCCn1c(N)c(C(=O)CSc2nnc3ccccn23)c(=O)n(C)c1=O	0	-0.1	-3
Cc1cc2c(nc1C)CCCN2S(=O)(=O)c1cccs1	-4	-0.3	4
CCOc1ccc(C(=O)Nc2ccc(N3CCN(S(C)(=O)=O)CC3)cc2)cc1[N+](=O)[O-]	-1	2.4	-13
O=C(N/N=C/c1ccccc1O)C1SCCCS1	-3	2.5	-11
O=C(NCc1ccccc1)C(c1cccc2ccccc12)n1c(=O)c(-c2ccccc2)nc2ccccc21 (stereo not drawn)	3	0.2	-8
CCCNC(=O)NC(=O)CSc1ccc(C)cc1C	-6	-0.6	-7
CCC1(C(=O)c2ccccc2)C(c2cccc([N+](=O)[O-])c2)C1(C(=O)OC)C(=O)OC (stereo not drawn)	-6	8.2	-10
C=CCN(Cc1nc(-c2cc(OC)c3c(c2)OCO3)oc1C)C1CCS(=O)(=O)C1 (stereo not drawn)	-4	0.0	-2
N#CCCn1nc2c(c1N)CCC2	4	0.2	-7
COc1cccc(OCCCN2CCCCCC2)c1	5	-5.4	-8
Cc1cc2c(c(=O)o1)[C@@]1(C(=O)N(c3ccccc3)c3ccccc31)C1=C(CCCC1=O)O2	-5	-0.3	-16
NC(=O)c1ccc(-n2c(CCC(=O)O)ccc2-c2cccs2)cc1	2	2.1	-27
CCOC(=O)c1sc(Nc2ccc(Br)cc2)nc1C	2	0.7	-5
CC(C)CC1NC(=O)N(CC(=O)NC2CCCc3ccccc32)C1=O (stereo not drawn)	3	1.0	-16
C[C@H](O)[C@@H]1C(=O)N2CCc3c([nH]c4cccc(-c5ccccc5)c34)[C@@H]2C[C@@H]1N(C)C(=O)c1ccccc1	-2	-0.1	-15
CC(C)C[C@H](NC(=O)c1ccccc1)C(=O)N1CCC[C@H]1C(=O)NCc1ccccc1	-2	0.1	2
CC(NC(=O)c1ccccc1)C(=O)N/N=C/c1cccc([N+](=O)[O-])c1 (stereo not drawn)	-4	-0.5	-11
CC1CN(S(=O)(=O)c2ccc(C(=O)Nc3nnc(-c4ccco4)o3)cc2)CC(C)O1 (stereo not drawn)	-1	0.0	-9
COc1ccc(N2C(=O)CC(N3CCN(S(=O)(=O)c4ccc(Cl)cc4)CC3)C2=O)cc1 (stereo not drawn)	3	0.1	-28
COCCCN1C(=O)C(CC(=O)NCCCN(C)C)CC(C(=O)N2CCCCCC2)=C1C (stereo not drawn)	1	0.1	-11
COC(=O)c1ccc(OS(=O)(=O)c2ccc(NC(C)=O)cc2)cc1	2	0.0	-11
CCOC(=O)N(NC(=O)C(O)(CC(C)C)CC(C)C)c1ccccc1	6	4.6	-13
CCOC(=O)N1CCC(NC(=O)CCC(=O)N2CCOc3ccc(Cl)cc32)CC1	-1	1.6	-18
C#CCNC(=O)C[C@@H]1C[C@@]2(C(=O)OCC)CCCC=C2N(Cc2cccc3ccccc23)C1=O	-1	-0.2	1
CC=Cc1ccc2n(c1=O)C[C@@H]1[C@@H](CO)[C@H](C(=O)Nc3ccccc3)N(CC)[C@H]21 (mixture of isomers)	-1	-0.3	-13
CCCN1CCCCC(NC(=O)c2ccccc2OC)C1=O (stereo not drawn)	-1	9.1	8
Cn1ncc(Br)c1C(=O)NC12CC3CC(CC(C3)C1)C2	3	0.1	-5
Cc1cc([N+](=O)[O-])ccc1NC(=O)Cc1ccc(F)cc1	1	-2.0	-16
Cc1ccc(NC(=O)Nc2cccc([N+](=O)[O-])c2)cc1F	-3	0.0	-4
COC(=O)N1C2CCCCC2=NN(c2ccccc2)N1C(=O)OC (stereo not drawn)	-2	0.6	8
COc1ccc(CC(=O)O/N=C(\N)c2ccncc2)cc1	8	-0.1	-3
CCOC(=O)CNC(=O)N(C)[C@H]1C[C@H]2c3[nH]c4c(-c5ccccc5)cccc4c3CCN2C(=O)[C@H]1[C@H](C)O	-7	0.5	-18
Fc1ccc(F)c(CN2[C@@H]3CNC[C@H]2C3c2ccc(-c3ccncc3)cc2)c1 (stereo partly drawn)	1&-4	-0.1&-0.1	81*!
Cc1ccc(/C=C2\Oc3c(ccc(O)c3CN3CCN(CCO)CC3)C2=O)cc1	7	0.2	-59
COc1ccccc1CCC(=O)Nc1cccc(S(=O)(=O)N2CCCCCC2)c1	4	1.2	-2
NNc1ncnc2sc3c(c12)CCC3	-6	1.2	-2
CC=Cc1ccc2n(c1=O)C[C@@H]1[C@@H](CO)[C@H](C(=O)NCCc3ccncc3)[C@H]2N1CCc1ccccc1 (mixture of isomers)	-4	0.2	-7
COc1ccc(S(=O)(=O)N(C)C)cc1NC(=O)c1ccc(OCC(=O)N2CCOCC2)c(OC)c1	2	2.4	-18
